Assay outcomes deposited in PubChem by Broad Institute.
PglD DTNB = PglD (C. jejuni) enzyme inhibition; purified PglD enzyme, DTNB colorimetric CoA detection; actives 0.098% (n = 360,000); AID 602405; inhibition, % at 12.5 µM; in the data active = inhibition above about 16%, passing the limit was not always enough; note: strong numbers were not always called active
esBAF inh = blocks esBAF chromatin remodeling in mouse ES cells; actives 2% (n = 350,000); AID 602393; reporter increase, % at 12.5 µM; Bmi1-luciferase knock-in reporter, 24 h; 100% = twice the neutral-well signal; in the data active = activation above about 40%;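 note: 0% = median of the plate's neutral control wells and 100% = double that signal; a rise in the Bmi1 reporter signal indicates esBAF inhibition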
RAD52 anneal inh = blocks human RAD52 DNA annealing | P43351 | recombinant RAD52 DNA annealing, FRET fluorescence | inhibition, % at 18.7 µM | actives 0.46% (n = 360,000) | AID 651710;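 active = every replicate showing at least 50% inhibition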
Target sequence (P43351 whole entry, looked up): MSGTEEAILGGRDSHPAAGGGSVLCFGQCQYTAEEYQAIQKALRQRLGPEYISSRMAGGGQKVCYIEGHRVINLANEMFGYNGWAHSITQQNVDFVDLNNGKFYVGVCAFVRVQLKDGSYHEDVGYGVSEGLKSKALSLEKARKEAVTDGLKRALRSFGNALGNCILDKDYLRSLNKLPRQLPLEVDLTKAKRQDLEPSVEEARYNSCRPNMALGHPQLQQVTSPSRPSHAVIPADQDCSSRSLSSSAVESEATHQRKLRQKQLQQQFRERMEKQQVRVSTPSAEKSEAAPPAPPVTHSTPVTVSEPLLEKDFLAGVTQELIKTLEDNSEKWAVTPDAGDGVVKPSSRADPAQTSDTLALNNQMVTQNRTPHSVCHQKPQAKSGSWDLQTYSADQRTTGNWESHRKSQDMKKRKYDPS
E-sel inducer = induces E-selectin expression in human endothelial cells. activation, % at 7.58 µM. HUVEC E-selectin immunofluorescence imaging; normalized: neutral wells 0, TNF-alpha wells 100. actives 0.37% (n = 260,000);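 active = mean E-selectin-positive cell signal at least 10% of the positive control, reached in at least 60% of replicates, without over 20% cell loss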;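 note: in these data hits start at about 27%; measured in HUVEC primary endothelial cells; signal is the percent of cells scored E-selectin positive by PE staining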
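System: HUVEC / Compound: single concentration / Signal: immunofluorescence imaging / Read-out: percent E-selectin-positive cells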
ARNT TACC3 PPI = disruptors of human ARNT/TACC3 interaction; inhibition, % at 9.99 µM; Q9Y6A5; AID 623870; AlphaScreen His-ARNT PAS-B/GST-TACC3 binding, luminescence; TACC3 fragment carries E629A point mutation; actives 0.66% (n = 390,000);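 active = mean inhibition of replicates at least 50% and at least half of replicates each reaching 50%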;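 note: 0% = complete ARNT plus TACC3 wells and 100% = ARNT alone without TACC3; many hits fall short of the cut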
ERp5 block = blocks human ERp5 reductase activity on insulin | actives 0.05% (n = 350,000) | inhibition, % at 9.99 µM | AID 651711 | ERp5 insulin aggregation, absorbance 650 nm, 90 min;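 active = mean replicate inhibition above about 25%, with every replicate also reaching it, limit read from the data, passing the limit was not always enough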
Target sequence (Q15084 whole entry, looked up): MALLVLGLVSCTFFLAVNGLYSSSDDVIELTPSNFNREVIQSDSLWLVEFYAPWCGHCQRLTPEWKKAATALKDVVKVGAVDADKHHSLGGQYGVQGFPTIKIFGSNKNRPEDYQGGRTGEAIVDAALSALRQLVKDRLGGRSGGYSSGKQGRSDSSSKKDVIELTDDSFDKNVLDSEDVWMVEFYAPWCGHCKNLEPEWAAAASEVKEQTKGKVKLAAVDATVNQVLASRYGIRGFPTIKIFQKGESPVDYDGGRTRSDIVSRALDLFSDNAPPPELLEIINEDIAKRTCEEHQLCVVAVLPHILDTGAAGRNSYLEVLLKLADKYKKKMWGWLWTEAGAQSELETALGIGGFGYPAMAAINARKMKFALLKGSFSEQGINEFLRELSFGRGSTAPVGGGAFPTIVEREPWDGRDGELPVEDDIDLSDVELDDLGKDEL
Casp6 inh = inhibitors of human caspase-6; P55212; purified caspase-6, Z-VEID-R110 cleavage fluorescence; inhibition, % at 12.5 µM; actives 0.53% (n = 350,000); AID 686996;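 active = mean inhibition across replicates at least about 35%, with every replicate also reaching that limit, limit read from the data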;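 note: 0% = median of neutral control wells and 100% = no fluorescence left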
RAD54 inh = inhibitors of human RAD54 branch migration. actives 0.14% (n = 360,000). Q92698. RAD54 Holliday junction branch migration, FAM/BHQ fluorescence. inhibition, % at 10.4 µM;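 active = mean normalized replicate activity at least 40 and at least half of replicates scoring 40 or more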;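 note: 0% = median of neutral control wells and 100% = median of positive control wells; inhibitors cause a drop in the FAM fluorescence signal; in these data hits start at about 50%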
* = called active by the depositor; · = not tested or not shown. An unsorted share of the library, and some 3.2% of all compounds hit somewhere here.

cpd	molecule	PglD DTNB	esBAF inh	RAD52 anneal inh	E-sel inducer
1	CCC(=O)N1C[C@@H]2[C@H](c3ccccc31)[C@@H](CO)N2C(=O)CC	2	-6	6	0.6
2	OC(COc1cccc2ccccc12)CN1CCCC1 (centres undefined)	-1	-2	·	·
3	CCN(C[C@H]1[C@H](c2ccc(C3=CCCC3)cc2)[C@H](CO)N1C(C)=O)C(C)=O	-1	8	·	0.4
4	COC(=O)C(Cc1ccc(O)cc1)NC(=O)c1ccccc1 (centres undefined)	-2	-2	·	·
5	O=C(Oc1ccccc1)N1CCN(c2ccccc2F)CC1	-4	5	-7	·
6	CO[C@@H]1CN(C)C(=O)c2ccc(NC(=O)C3CCOCC3)cc2OC[C@@H](C)N(C)C[C@H]1C	5	-1	·	-0.1
7	COc1ccc(C(=O)NCC(=O)OCC(=O)NCc2ccco2)cc1	-4	-3	-13	1.0
8	O=[N+]([O-])c1ccc(S(=O)(=O)NCCc2cn3ccccc3n2)cc1	-4	-16	-4	1.0
9	CC(=O)Nc1ccc(C(=O)NNC(=O)c2ccc(Cl)cc2Cl)cc1	3	5	-17	·
10	C[C@@H]1CCCCO[C@@H](CN(C)C(=O)C2CCCCC2)[C@@H](C)CN([C@H](C)CO)C(=O)c2cc(NC(=O)C3CCCCC3)ccc2O1	-3	-4	3	0.1
11	CCOCCCNC(=O)N[C@@H](Cc1ccccc1)C(=O)OC	1	-6	·	·
12	CCCOc1ccc(C(C)=O)cc1CN1CCOCC1	0	·	5	0.0
13	O=C(C[C@@H]1CC[C@@H]2[C@H](COC[C@@H](O)CN2C(=O)c2ccc(F)cc2)O1)N1CCCCC1	-3	0	·	-0.2
14	CCC(=O)N[C@@H]1CC[C@@H](CC(=O)NCC2CCCCC2)O[C@H]1CO	1	-12	-2	0.1
15	CCOC(=O)C1(Cc2ccccc2C)CCCN(S(=O)(=O)c2cccnc2)C1 (centres undefined)	·	·	-2	·

cpd	ARNT TACC3 PPI	ERp5 block	Casp6 inh	RAD54 inh
1	0	0	-4	1
2	6	·	·	16
3	3	·	·	0
4	4	·	·	0
5	-13	-1	0	1
6	-10	·	·	-1
7	-5	0	14	12
8	·	4	2	-6
9	-3	0	-6	2
10	-10	0	-1	4
11	1	·	·	2
12	-10	0	-2	-5
13	-12	·	·	0
14	4	-1	1	-1
15	-4	0	0	·

cpd	molecule	PglD DTNB	esBAF inh	RAD52 anneal inh	E-sel inducer
16	S=C(NCc1ccccc1)N1CCN(c2cccc(Cl)c2)CC1	·	·	-11	0.4
17	CC(=O)SC1CC2=CC(=O)CCC2(C)C2CCC3(C)C(CCC34CCC(=O)O4)C12 (centres undefined)	6	0	5	·
18	Cc1ccc(S(=O)(=O)N2CCOCC2)cc1NC(=O)c1cccc(S(=O)(=O)N2CCCC2)c1	·	·	-6	·
19	Cc1cc(C)nc(/N=C(\N)Nc2ccc(CC(=O)OC(C)C)cc2)n1	-6	-10	11	·
20	CCCCn1c(SCC(=O)NC2CC2)nc2cc(C(=O)OC)ccc2c1=O	-7	-6	-18	0.1
21	COc1ccc(/C=N/NC(=O)c2sccc2C)c2ccccc12	·	·	-23	·
22	COc1ccc(NC(=S)N2CCN(Cc3ccccc3)CC2)cc1	·	·	-6	·
23	CCOc1c(C)cnc2c1c(=O)n(Cc1c(F)cccc1Cl)c(=O)n2C	-6	0	-2	·
24	O=C(CNC(=S)N(Cc1ccccc1)Cc1ccccc1F)NCc1ccc(Cl)cc1	·	·	-25	2.9
25	Cc1ccc(CC(C)(O)CC(C)(O)Cc2ccc(C)cc2)cc1 (centres undefined)	8	·	-4	-0.7
26	Cc1ccc(-c2csnn2)cc1	·	-3	-4	·
27	CCOC(=O)c1[nH]c(C)c(C(=O)OCC)c1C	4	24	20	-0.4
28	Nc1ccn(CC(=O)NCCNc2ccc([N+](=O)[O-])cn2)c(=O)n1	-6	1	-13	-0.2
29	OCCC1CN(Cc2c(F)cccc2Cl)CCN1C1CCCC1 (centres undefined)	6	-3	-11	-0.2
30	CC(=O)Nc1ccc(NC2=C/C(=N/S(=O)(=O)c3cccs3)c3ccccc3C2=O)cc1	·	·	-4	·

cpd	ARNT TACC3 PPI	ERp5 block	Casp6 inh	RAD54 inh
16	1	3	4	·
17	2	-5	9	-25
18	-5	-12	-1	·
19	-1	1	-4	-3
20	·	1	0	11
21	-1	3	-2	·
22	5	8	-1	·
23	-6	-5	5	4
24	-5	-2	-1	·
25	·	0	·	-1
26	-3	-1	2	·
27	-5	2	1	8
28	2	2	3	9
29	4	25	1	0
30	24	-4	99*	·

Reprinted from the part before: 3 compounds; new compounds follow.
cpd	molecule	PglD DTNB	esBAF inh	RAD52 anneal inh	E-sel inducer
28	Nc1ccn(CC(=O)NCCNc2ccc([N+](=O)[O-])cn2)c(=O)n1	-6	1	-13	-0.2
29	OCCC1CN(Cc2c(F)cccc2Cl)CCN1C1CCCC1 (centres undefined)	6	-3	-11	-0.2
30	CC(=O)Nc1ccc(NC2=C/C(=N/S(=O)(=O)c3cccs3)c3ccccc3C2=O)cc1	·	·	-4	·
31	CCOC(=O)c1cnc2c(F)ccc(F)c2c1Sc1ccccc1	-4	·	-11	5.6
32	CN1CCN(C(=O)C[C@@H]2C[C@@H]3c4cc(NS(=O)(=O)c5ccc(F)cc5)ccc4O[C@@H]3[C@H](CO)O2)CC1	-11	-3	·	-0.4
33	COc1ccccc1-n1c(-c2ccccc2)c[nH]c1=S	·	·	-6	·
34	Cc1ccc2cc3cc(C(=O)NCCCN4CCCC4=O)oc3nc2c1	-3	7	-16	·
35	N#C[C@@H]1[C@@H](c2ccccc2)[C@H](CO)N1C(=O)Cc1ccccn1	-1	-1	-45	0.1
36	COC(=O)c1ccc(C(=O)OC)c(NC(=S)N2CCCCC2C)c1 (centres undefined)	1	10	·	·
37	CCS(=O)(=O)N[C@H]1CC[C@H](CC(=O)N2CCCCC2)O[C@H]1CO	3	8	-20	·
38	CCCCCCCCN1[C@@H](CC(=O)O)c2cc(C(F)(F)F)ccc2S1(=O)=O	-4	2	-18	0.0
39	COc1ccc(C=CC(=O)c2cc(O)ccc2O)cc1	0	25	-19	0.5
40	O=c1oc(-c2ccccc2)nc2sc3c(c12)CCCC3	-2	56*	·	·
41	O=C(Nc1ccccn1)Nc1cccs1	6	55*	-5	·
42	CC1(C(=O)NCc2ccc(C(F)(F)F)cc2)CCN1Cc1c(F)cccc1F (centres undefined)	2	5	-6	-0.4
43	COCC#Cc1ccc([C@@H]2[C@@H](CO)N3CCCCN(S(=O)(=O)c4ccccc4C)C[C@@H]23)cc1	1	·	-25	-0.4
44	C=CCNC(=S)NNC(=O)C(CCCC)CC(C)(C)O (centres undefined)	4	-5	·	·
45	COc1ccc(C(=O)O)cc1S(=O)(=O)NC(C)C	-3	0	-10	-0.1

cpd	ARNT TACC3 PPI	ERp5 block	Casp6 inh	RAD54 inh
28	2	2	3	9
29	4	25	1	0
30	24	-4	99*	·
31	-5	2	-1	3
32	-2	·	·	-1
33	7	-1	3	·
34	3	3	2	3
35	13	9	-1	-9
36	-5	·	·	0
37	4	7	28	-3
38	·	-6	5	11
39	-1	-4	3	1
40	-5	·	·	-19
41	4	-1	-1	8
42	·	2	3	-6
43	8	0	0	-17
44	18	·	·	-3
45	-9	6	-2	1

cpd	molecule	PglD DTNB	esBAF inh	RAD52 anneal inh	E-sel inducer
46	O=C(Nc1cccc(-c2cccc(Cl)c2)c1)C1CCN(C2CCC2)CC1	1	-12	21	·
47	CC1Cc2cc(/C(O)=C3/C(=O)C(=O)N(CCCn4ccnc4)C3c3ccco3)ccc2O1 (centres undefined)	6	19	·	·
48	CCN(CC)S(=O)(=O)c1cccc2cc(C(=O)O)c(O)cc12	9	-7	·	·
49	COc1cc(CNCc2ccc3c(c2)OCO3)c([N+](=O)[O-])cc1OC	-4	1	-6	·
50	C[C@@H]1CN([C@H](C)CO)C(=O)Cc2cc(NS(=O)(=O)c3ccccc3)ccc2O[C@H]1CN(C)Cc1ccncc1	4	-3	-5	-0.2
51	CCc1csc(N2[C@H](C#N)[C@H](c3ccc(-c4ccc(F)cc4)cc3)[C@H]2CO)n1	5	-6	-89	-0.6
52	C[C@@H]1CN([C@H](C)CO)C(=O)c2cc(NC(=O)c3ccncc3)ccc2O[C@@H](C)CCCCO[C@@H]1CN(C)Cc1ccc(C(=O)O)cc1	4	3	100*	-0.1
53	C/C(=N/NC(=O)c1cccnc1)C1=C(O)CC(C)(C)CC1=O	·	·	-10	·
54	Cc1cc(C)c(S(=O)(=O)N2CCC(C(=O)NCc3ccc(Cl)cc3Cl)CC2)c(C)c1	7	-11	·	0.4
55	O=C(c1c[nH]c2ccccc12)N1CCN(c2ccccc2)CC1	·	·	-34	3.3
56	COc1ccc(NC(=O)N(C)C[C@H]2Oc3c(NC(=O)c4cc(C)nn4C)cccc3C(=O)N([C@@H](C)CO)C[C@H]2C)cc1	-7	-2	-23	·
57	CN1CCN(S(=O)(=O)c2ccc(N3CCN(c4ccccc4Cl)CC3)nc2)CC1	1	-29	-6	-0.3
58	O=C(O)c1ccccc1N=Cc1c(O)n(-c2nccs2)c(=O)c2ccccc12	·	·	-9	4.7
59	CCOCCCN(C(=O)CCC(=O)Nc1cc(C)on1)C(C(=O)NC(C)(C)CC)c1cccc(OC)c1OC (centres undefined)	4	-1	-11	-0.1
60	C[C@@H]1CN([C@H](C)CO)C(=O)c2cc(NC(=O)NC3CCCCC3)ccc2O[C@@H]1CN(C)Cc1ccc(Oc2ccccc2)cc1	5	-3	-3	0.2

cpd	ARNT TACC3 PPI	ERp5 block	Casp6 inh	RAD54 inh
46	0	-5	-14	7
47	18	·	·	-2
48	-23	·	·	2
49	-2	-3	2	4
50	-5	4	-1	-11
51	30	-1	-1	0
52	-2	11	1	-3
53	-2	0	1	·
54	·	·	·	-9
55	0	-1	-4	·
56	-12	2	-1	2
57	6	1	1	-8
58	26	8	12	·
59	-3	4	1	1
60	·	2	4	-21

Random excerpt: three records from the list.
cpd	molecule	PglD DTNB	esBAF inh	RAD52 anneal inh	E-sel inducer
51	CCc1csc(N2[C@H](C#N)[C@H](c3ccc(-c4ccc(F)cc4)cc3)[C@H]2CO)n1	5	-6	-89	-0.6
48	CCN(CC)S(=O)(=O)c1cccc2cc(C(=O)O)c(O)cc12	9	-7	·	·
55	O=C(c1c[nH]c2ccccc12)N1CCN(c2ccccc2)CC1	·	·	-34	3.3

cpd	ARNT TACC3 PPI	ERp5 block	Casp6 inh	RAD54 inh
51	30	-1	-1	0
48	-23	·	·	2
55	0	-1	-4	·

The list continues:
cpd	molecule	PglD DTNB	esBAF inh	RAD52 anneal inh	E-sel inducer
61	COc1ccc(CNC(=O)C[C@@H]2CC[C@@H](NC(=O)Nc3ccc4c(c3)OCO4)[C@H](CO)O2)cc1	·	-17	9	0.0
62	O=C(NCCCn1ccnc1)c1cccc(S(=O)(=O)Nc2ccc(Br)cc2)c1	7	4	6	0.0
63	NC(=O)c1nsc(C(=O)N(Cc2ccccc2Cl)C(C(=O)NCC2CCCO2)c2ccc(O)cc2)c1N (centres undefined)	0	6	2	0.4
64	Cc1ccc(C(=O)OCC(=O)c2c[nH]c3ccccc23)cc1S(=O)(=O)N1CCCCC1	3	38	·	·
65	CC(C)NC(=O)CSc1nnc(-c2ccncc2)n1-c1ccccc1	3	11	·	·
66	CCCNC(=O)c1ccc(COc2cccc3ccccc23)o1	3	-1	-28	·

cpd	ARNT TACC3 PPI	ERp5 block	Casp6 inh	RAD54 inh
61	·	-1	0	-9
62	6	-7	-4	2
63	1	0	9	-7
64	-3	·	·	-4
65	29	·	·	0
66	-4	-2	1	-1
